ALDH1A1 inh = ALDH1A1 (human) enzyme inhibition | Purified ALDH1A1, NADH fluorescence, propionaldehyde substrate | Potency, µM (series often up to 75.3 µM), for inactives: at the highest dose activity, negative = inhibition, hits mostly inhibitors | 7.3% of 220,000 active | AID 1030; active means well fitted inhibition curve with a large enough effect, not every such curve was filed as active; inconclusive means small, poorly fitted or top-dose-only effect, or another doubt; inactive means no such curve, though single readings can be large or run the other way;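 further: plate controls were no enzyme wells and a reference inhibitor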
Tau fibril ThT = tau fibrillization inhibition (ThT binding); recombinant tau K18 P301L, heparin-induced fibrillization, ThT fluorescence; P10636; Potency, µM (titrated, usually from 57.4 µM), for inactives: at the highest dose activity, negative = inhibition, most hits filed as inhibitors; 2.1% of 270,000 active; further: nearly all actives have a fitted effect of over 55% in size
Target sequence (P10636 561-689 P618L limits assumed): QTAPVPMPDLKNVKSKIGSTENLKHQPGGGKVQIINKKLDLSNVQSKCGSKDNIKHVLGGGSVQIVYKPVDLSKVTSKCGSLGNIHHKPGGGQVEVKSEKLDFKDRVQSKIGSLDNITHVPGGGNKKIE
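Fibril formation assay: tau K18 P301L at 15 uM with trace Alexa 594 label, heparin inducer 20 uM, pH 7 sodium acetate buffer, 37 C for 6 hr; endpoint ThT signal.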
TR SRC2 fluor cs = alters Texas Red total fluorescence, flagging assay interference | Potency, µM (doses to about 106 µM), without a hit: top-dose fluorescence change, negative = quenching | TRb/SRC2 Texas Red total fluorescence interference | AID 1479 | 0.29% of 280,000 active; active means well fitted curve in either direction with a large enough effect; inconclusive means small, poorly fitted or top-dose-only effect
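Human TRb ligand-binding domain at 0.6 uM with 20 nM Texas Red SRC2 peptide in Tris buffer containing 1 uM T3 and 5% DMSO, incubated with compound 5 h at ambient temperature. Total fluorescence (555/632 nm) calculated as parallel + 2 × perpendicular.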
GLA spleen mod = inhibitors or activators of human alpha-galactosidase in spleen homogenate. 0.008% of 240,000 active. human spleen homogenate, 4MU-alpha-Gal fluorescence, 40 min. Potency, µM (top dose mostly 80 µM), for inactives: at the top dose activity change, negative = inhibition, most hits filed as inhibitors. P06280;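 further: 0% = enzyme with vehicle and -100% = no enzyme basal signal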
Target sequence (P06280 32-429 limits assumed): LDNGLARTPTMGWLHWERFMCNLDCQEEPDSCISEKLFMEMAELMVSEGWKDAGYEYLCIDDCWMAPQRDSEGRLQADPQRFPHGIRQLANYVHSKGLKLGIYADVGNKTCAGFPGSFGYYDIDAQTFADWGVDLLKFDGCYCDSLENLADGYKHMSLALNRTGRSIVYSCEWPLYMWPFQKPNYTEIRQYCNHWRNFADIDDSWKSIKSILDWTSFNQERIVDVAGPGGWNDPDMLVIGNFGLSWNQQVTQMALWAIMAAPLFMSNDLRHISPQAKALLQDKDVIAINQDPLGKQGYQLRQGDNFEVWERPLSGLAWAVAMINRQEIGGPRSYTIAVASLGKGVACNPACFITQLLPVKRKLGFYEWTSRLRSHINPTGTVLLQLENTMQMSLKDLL
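Fluorogenic readout (Ex 365/Em 440 nm) of 4-methylumbelliferone released from 1 mM 4-MU-alpha-galactoside by spleen homogenate, 40 min at 37C, pH 5.0. Data normalized to no-enzyme and enzyme controls; Hill-equation AC50 from compound titrations.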
L3MBTL1 block = inhibitors of human L3MBTL1. AlphaScreen L3MBTL1–H3K9me1 peptide binding. Potency, µM (top dose mostly 57.1 µM), for inactives: at the top dose activity, negative = inhibition, actives largely listed as inhibitors. 0.66% of 230,000 active; further: nearly all actives have a fitted effect of over 60% in size
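Read-out is AlphaScreen signal from streptavidin donor and nickel chelate acceptor beads (10 ug/mL final each) bridging L3MBTL1 (50 nM) and biotinylated K9-monomethylated H3(1-15) peptide (75 nM), after 30 min compound exposure at room temperature.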
TRb SRC2 PPI = disrupts binding of human TR beta to SRC2; TRbeta-SRC2 peptide binding, fluorescence polarization; receptor liganded with 1 µM T3; Potency, µM (doses to about 106 µM), inactives show at the highest dose activity change, negative = inhibition, most hits filed as inhibitors; 0.065% of 280,000 active; AID 1469;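 further: plate controls were bound peptide for no effect and peptide without receptor for full effect; nearly all actives have a fitted effect of over 50% in size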
Target sequence (P10828 whole entry, looked up): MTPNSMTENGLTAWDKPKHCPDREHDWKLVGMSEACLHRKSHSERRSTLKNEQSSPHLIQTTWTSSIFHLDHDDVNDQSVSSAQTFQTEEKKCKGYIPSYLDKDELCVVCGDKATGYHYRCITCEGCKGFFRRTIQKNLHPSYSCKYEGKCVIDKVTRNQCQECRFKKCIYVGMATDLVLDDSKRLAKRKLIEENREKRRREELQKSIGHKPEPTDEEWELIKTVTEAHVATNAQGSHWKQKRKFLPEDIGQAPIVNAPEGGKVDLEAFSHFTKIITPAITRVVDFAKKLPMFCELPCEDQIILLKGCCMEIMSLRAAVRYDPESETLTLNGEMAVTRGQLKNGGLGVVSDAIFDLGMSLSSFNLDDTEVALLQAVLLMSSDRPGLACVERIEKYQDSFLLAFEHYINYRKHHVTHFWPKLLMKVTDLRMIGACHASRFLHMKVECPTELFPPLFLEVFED
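Human TRb ligand-binding domain (0.6 uM) is mixed with 20 nM Texas Red SRC2 peptide and 1 uM T3; after compound addition and 5 hr at ambient temperature, polarization is measured and normalized to unbound and bound controls.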
Tau FP inhib = blocks human tau fibril formation measured by polarization. P10636. K18 P301L tau heparin fibrillization, Alexa594 FP, 6 h. Potency, µM (series often up to 57.7 µM), for inactives: at the top dose activity, negative = inhibition, usual class: inhibitors. 0.39% of 280,000 active; further: nearly all actives have a fitted effect of over 55% in size
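Read-out: fluorescence polarization of Alexa 594-labeled tau (0.24 uM), 555 nm excitation, 632 nm emission. Mixtures held 15 uM unlabeled K18 P301L, compound and 20 uM heparin, pH 7 acetate buffer, incubated 6 hr at 37 C.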
Tau fluor counter = counter-screen for tau fibril formation inhibitors. tau K18 P301L (four-repeat tau fragment) Alexa594 fluorescence, heparin fibrillization. Potency, µM (titrated, usually from 57.7 µM), without a hit: top-dose activity change, negative = decrease. 0.93% of 280,000 active; further: nearly all actives have a fitted effect of over 55% in size
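Human K18 P301L tau (15 uM unlabeled plus 0.24 uM Alexa 594-labeled, final) in 100 mM sodium acetate pH 7 was mixed with compound and 20 uM heparin and incubated 6 hr at 37 C.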
* hit, by the source's call; ? = inconclusive; / = no result given; [ ] = remark or other dose. Unless noted, the call rests on the fitted dose curve; in most records, active means well fitted curve in the direction sought with a large enough effect; inconclusive means small, poorly fitted or top-dose-only effect, or another doubt; inactive means no such curve, though single readings can be large; an effect the other way counts as inactive or inconclusive. Unless noted, on the % scale 0 is the no-effect control and ±100 the full control effect; potency means the concentration at half of the fitted maximal effect.

| cpd | structure | ALDH1A1 inh | Tau fibril ThT | TR SRC2 fluor cs | GLA spleen mod | L3MBTL1 block | TRb SRC2 PPI | Tau FP inhib | Tau fluor counter |
| --- | --- | --- | --- | --- | --- | --- | --- | --- | --- |
| 1 | CCOC(=O)c1c(C)oc2ccc(OCC(=O)N(CC)CC)cc12 | 11µM* | ? | -2% | -1% | 35%[activator] | 4% | 2% | -5% |
| 2 | COc1ccccc1CNC(=O)c1ccc(Nc2nc3ccccc3n3nnnc23)cc1 | / | -17% | 1% | / | / | -4% | -17% | ? |
| 3 | CCOC(=O)Nc1ccc(C)cc1NC(=O)OCC | 5% | -7% | 1% | 11% | -1% | -6% | 0% | -4% |
| 4 | Cc1ccc(CCNC(=O)C2CCN(S(=O)(=O)c3ccc4c(ccn4C)c3)CC2)cc1 | / | 3% | -1% | / | / | -4% | 2% | -17% |
| 5 | O=C(O)c1ccc(N=Cc2c(O)ccc3oc4c(c23)CCCC4)cc1 | / | ? | -5% | -2% | 85%[activator] | 2% | -5% | -19% |
| 6 | COc1ccc(C(CC(=O)O)NC(=O)COc2ccccc2)cc1OC (stereo unspecified) | 9% | 3% | -1% | -11% | 8% | 2% | -3% | 0% |
| 7 | CCC(=O)/C=C1\Sc2ccc(OC)cc2N1CCO | 8% | -7% | 1% | -2% | 0% | 1% | 0% | -6% |
| 8 | CCCOC1CCCN(Cc2nc(-c3ccc(C(=O)OC)cc3)no2)C1 (stereo unspecified) | / | 0% | -1% | 3% | 16% | -1% | 0% | -5% |
| 9 | COc1ccc(Nc2nc(Cl)nc(NCc3ccco3)n2)cc1 | 3% | 2% | -5% | 11% | -2% | -6% | -5% | -5% |
| 10 | O=C(COc1ccccc1)NNc1nc2c(F)cc(F)cc2s1 | 13% | -3% | -2% | -2% | 0% | -5% | 3% | -2% |
| 11 | COC(=O)[C@@]1(Cc2ccc(F)cc2)[C@H]2c3cc(C(=O)N(C)C)n(CCF)c3C[C@H]2CN1C(=O)c1ccccc1 | 5% | -14% | -3% | 0% | / | 5% | -6% | -8% |
| 12 | CC1=C(C(=O)N2CCCCC2)C(c2cccs2)C2=C(CCCC2=O)N1 (stereo unspecified) | ? | -10% | 2% | 6% | -6% | -6% | 6% | 6% |
| 13 | CCC(C(=O)NC1CCCC1)N(Cc1ccc2c(c1)OCO2)C(=O)c1snc(C(N)=O)c1N (stereo unspecified) | ? | -3% | 2% | -1% | 4% | 2% | -1% | -7% |
| 14 | Cc1ccc(NC(=O)CSc2nnc(CSc3nc(C)cc(C)n3)n2Cc2ccco2)c(C)c1 | -1% | -2% | -2% | 3% | -7% | 8% | 2% | 1% |
| 15 | O=C(CNc1ccc2ccccc2c1)NNC1=NCCC1 | ? | -12% | -3% | 9% | 0% | -1% | 0% | 2% |
| 16 | CCOc1ccc(NC(=O)c2ccc(F)c(S(=O)(=O)N(CC)Cc3ccccc3)c2)cc1 | / | -16% | 1% | / | / | 3% | -14% | ? |
| 17 | Cc1ccc(Cl)cc1N1CCN(C(=O)C2CCN(S(=O)(=O)Cc3ccccc3)CC2)CC1 | / | 5% | -1% | / | / | 4% | -14% | -26% |
| 18 | CN(CC(=O)NC1CCCCC1)S(=O)(=O)c1ccc(Br)s1 | 1% | 10% | 1% | -1% | / | 6% | 2% | 7% |
| 19 | Cc1noc(C)c1CSc1ncnc2ccccc12 | -12% | -3% | -4% | -1% | -5% | 3% | -3% | -6% |
| 20 | O=c1oc2ccccc2cc1-c1nc(-c2cccs2)no1 | / | -13% | -3% | / | / | 0% | -11% | -15% |
| 21 | CCCc1nc2oc3c(OCC)ncnc3c2c2c1COC(C)(C)C2 | ? | -11% | 1% | 4% | / | -5% | 2% | -11% |
| 22 | O=C(NC1CCCCC1)OCCN1CCN(Cc2ccccc2)CCC1=O | -2% | -4% | -7% | 8% | -4% | -5% | -1% | -6% |
| 23 | COc1ccc(CC(=O)NCCC(C)C)cc1S(=O)(=O)N1CCOCC1 | 8% | -4% | 0% | 2% | 14% | 0% | -3% | 1% |
| 24 | Cc1ccc(NC(=O)c2c(NC(=O)CCC(=O)O)sc3c2CCCCC3)cc1 | ? | 25µM* | -1% | -3% | -4% | -1% | ? | ? |
| 25 | C/C(N)=C(/C#N)C(=O)COC(=O)c1cccc2ccccc12 | ? | -3% | -2% | -5% | -1% | -6% | -14% | ? |
| 26 | Cc1cnc(NC(=O)c2cc3c(C)nn(Cc4ccccc4Cl)c3s2)s1 | ? | 8% | 0% | 7% | -12% | -3% | -5% | -11% |
| 27 | N#CCSc1nn(-c2ccc(F)cc2)c(=S)s1 | ? | ? | -2% | -2% | -12% | 4% | 4% | -20% |
| 28 | Cc1nnc(SCc2nc(N)nc(Nc3ccccc3)n2)s1 | 0% | -17% | 7% | -3% | 0% | 7% | -5% | -11% |
| 29 | N=C1/C(=C\c2ccc(SCc3ccccc3)o2)C(=O)N=C2SC(CC(=O)N3CCOCC3)=NN12 | / | 14µM* | -12% | 6% | / | 20% | 7% | -11% |
| 30 | CC(/C=N/n1c(-c2ccco2)n[nH]c1=S)=C\c1ccccc1 | -5% | ? | -8% | 0% | -14% | -1% | -12% | ? |
| 31 | CN(C)CCN(Cc1ccccc1)S(=O)(=O)c1csc(C(N)=O)c1 | / | 4% | 0% | / | / | 6% | 3% | -1% |
| 32 | COc1ccc(S(=O)(=O)NCc2ccc(C(=O)NCc3ccccc3)cc2)cc1 | / | 2% | -1% | / | / | 2% | -14% | -15% |
| 33 | CC(C)Oc1ccc(CNCC2(O)CCOC(C)(C)C2)cc1 (stereo unspecified) | -9% | -1% | -4% | 2% | 15% | 0% | -4% | 2% |
| 34 | Cc1ccc(S(=O)(=O)N2CCCC(C(=O)NC3=NCCS3)C2)cc1 (stereo unspecified) | 16% | 0% | -1% | -6% | 0% | 8% | 3% | -1% |
| 35 | O=C(O)c1nn(-c2ccccc2)c(-c2ccccc2)c1C(=O)c1ccccc1 | 7% | -6% | -1%[53 µM] | -24% | 8% | -2%[53 µM] | 9% | 2% |
| 36 | O=S(=O)(O/N=C1\CCCc2ccccc21)c1ccc(Cl)cc1 | -3% | -5% | 6% | -15% | / | -19% | 6% | -9% |

Of the compounds above, these contain a cyano group:
| cpd | structure | ALDH1A1 inh | Tau fibril ThT | TR SRC2 fluor cs | GLA spleen mod | L3MBTL1 block | TRb SRC2 PPI | Tau FP inhib | Tau fluor counter |
| --- | --- | --- | --- | --- | --- | --- | --- | --- | --- |
| 25 | C/C(N)=C(/C#N)C(=O)COC(=O)c1cccc2ccccc12 | ? | -3% | -2% | -5% | -1% | -6% | -14% | ? |
| 27 | N#CCSc1nn(-c2ccc(F)cc2)c(=S)s1 | ? | ? | -2% | -2% | -12% | 4% | 4% | -20% |

Just TR SRC2 fluor cs, Tau FP inhib and Tau fluor counter (two entries from above):
nr	molecule	TR SRC2 fluor cs	Tau FP inhib	Tau fluor counter
31	CN(C)CCN(Cc1ccccc1)S(=O)(=O)c1csc(C(N)=O)c1	0%	3%	-1%
32	COc1ccc(S(=O)(=O)NCc2ccc(C(=O)NCc3ccccc3)cc2)cc1	-1%	-14%	-15%

Single records, from the list above:
Listed for COc1ccc(Nc2nc(Cl)nc(NCc3ccco3)n2)cc1 → ALDH1A1 inh: 3%; Tau fibril ThT: 2%; TR SRC2 fluor cs: -5%; GLA spleen mod: 11%; L3MBTL1 block: -2%; TRb SRC2 PPI: -6%; Tau FP inhib: -5%; Tau fluor counter: -5%
Listed for Cc1ccc(Cl)cc1N1CCN(C(=O)C2CCN(S(=O)(=O)Cc3ccccc3)CC2)CC1 → ALDH1A1 inh: /; Tau fibril ThT: 5%; TR SRC2 fluor cs: -1%; GLA spleen mod: /; L3MBTL1 block: /; TRb SRC2 PPI: 4%; Tau FP inhib: -14%; Tau fluor counter: -26%

Later entries:
| cpd | structure | ALDH1A1 inh | Tau fibril ThT | TR SRC2 fluor cs | GLA spleen mod | L3MBTL1 block | TRb SRC2 PPI | Tau FP inhib | Tau fluor counter |
| --- | --- | --- | --- | --- | --- | --- | --- | --- | --- |
| 37 | COc1c(F)c(F)c(C(=O)O)c(Nc2ccccc2C)c1F | -3% | -5% | 0% | 4% | 6% | -1% | 7% | -1% |
| 38 | COc1ccc(Cn2ccnc2SCC(=O)Nc2nnc(C)s2)cc1 | / | 9% | ? | / | / | -8% | -5% | 6% |
| 39 | O=C(NCCc1ccccc1)C(=O)Nc1cccc(Br)c1 | / | 7% | -1% | / | / | -1% | -3% | 11% |
| 40 | CC(=O)OCC(=O)Nc1ccc(SC(F)F)cc1 | 8% | -10% | 0% | 5% | / | 4% | -4% | -7% |
| 41 | Cc1nn(-c2ccccc2)c2[nH]c(=O)c(CNc3ccc4c(c3)OCCO4)cc12 | ? | ? | -2% | -6% | -19% | -10% | -6% | -28% |
| 42 | O=C(Nc1cccc(F)c1)c1ccc(S(=O)(=O)NCC2CCCO2)cc1 (stereo unspecified) | ? | 4% | -3% | -20% | -3% | -12% | 4% | -4% |
| 43 | O=C(CCNc1ccc(Cl)cc1)c1cccs1 | 3.2µM* | ? | -1% | 3% | 2% | -13% | ? | ? |
| 44 | COc1ccc(S(=O)(=O)N2CCC(Oc3ccc(-n4cnnn4)cc3)CC2)cc1 | / | -5% | 0% | / | / | -6% | -5% | -20% |
| 45 | Cc1ccc(/C=N/N2CCN(Cc3cccc4ccccc34)CC2)o1 | ? | ? | 1% | 6% | / | -1% | 11% | -21% |
| 46 | CCCCCCC(=O)N(O)C1CC(=O)N(c2ccc(C)cc2)C1=O (stereo unspecified) | 0.45µM* | ? | -1% | 5% | / | -3% | 15% | 1% |
| 47 | Cc1ccn2c(Nc3ccccc3)c(-c3ccccn3)nc2c1 | -6% | -18% | -3% | 2% | / | 3% | -3% | -26% |
| 48 | O=C(/C=C/c1cccc(Br)c1)NCc1ccncc1 | -7% | -7% | -2% | 3% | / | 2% | 3% | -10% |
| 49 | Cc1cc(=O)n2[nH]c(=O)c(N=Nc3ccccc3)c2[nH]1 | ? | 14µM* | -14% | 3% | -1% | -3% | 7% | -13% |
| 50 | CCOc1ccc(Br)cc1S(=O)(=O)Nc1ccc(N2CCOCC2)cc1 | 9% | -14% | -4% | 1% | / | -5% | 12% | ? |
| 51 | O=C(Nc1ccc(Cl)cc1)N1CCCC1 | 12% | 5% | 2% | 1% | 3% | 0% | 12% | 3% |
